# High-throughput results from PubChem.
# EP2 antag: blocks the human prostaglandin E2 receptor EP2 | P43116 | C6 glioma cells expressing human EP2, cAMP TR-FRET; cells stimulated with saturating PGE2 | inhibition, % at 25 µM | 0.52% of 260,000 active;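 active means percent inhibition above 40 after rounding to a whole number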;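 further: rat C6 glioma host cells with rolipram phosphodiesterase inhibitor present; the protocol text gives 20 µM as final concentration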
# Target sequence (P43116 whole entry, looked up): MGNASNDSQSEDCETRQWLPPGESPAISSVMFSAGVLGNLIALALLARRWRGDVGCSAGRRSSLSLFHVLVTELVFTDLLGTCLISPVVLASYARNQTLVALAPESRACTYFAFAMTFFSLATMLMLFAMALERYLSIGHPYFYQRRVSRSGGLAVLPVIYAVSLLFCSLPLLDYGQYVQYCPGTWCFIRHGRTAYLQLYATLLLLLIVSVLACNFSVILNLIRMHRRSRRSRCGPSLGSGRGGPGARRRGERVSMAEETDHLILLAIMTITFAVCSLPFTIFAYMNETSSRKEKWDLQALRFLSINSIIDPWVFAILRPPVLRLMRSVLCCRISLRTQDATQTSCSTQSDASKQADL
# The depositor's hits bear a star. These rows are one share of the data. The share of hits here may be higher or lower than overall.
SMILES	EP2 antag
Cc1sc2ncnc(NCC(=O)O)c2c1C	8
COc1ccc2nc(CN(Cc3ccncc3)C3CC(C)(C)NC(C)(C)C3)ccc2c1	8
Cc1nc(N(C)C2CCCCC2)c2nnn(Cc3ccc(F)cc3)c2n1	9
COc1ccc(C(=O)Nc2ccc(N3CCN(S(C)(=O)=O)CC3)cc2)cc1Cl	9
C=CCNC(=O)Cn1c(-c2ccc(F)cc2)nc2ccccc21	6
COCCCn1c(=N)c(C(=O)OC)cc2c(=O)n3cc(C)ccc3nc21	11
CC(C)c1nnc(SCC(=O)Nc2ccc3c(c2)OCCO3)n1C	12
COc1ccccc1N1CCN(c2nnnn2-c2ccccc2)CC1	7
COCCCNC(=O)Cn1cc(C#N)c2ccccc21	14
COCc1nnc(NC(=O)COc2ccc(C(C)C)cc2)s1	19
COc1ccccc1CN(Cc1coc2ccccc2c1=O)CC1CCCO1 (configuration not stated)	3
O=C(NCc1ccc(F)cc1)c1ccc2c(c1)S(=O)(=O)c1ccccc1C2=O	18
COc1ccc(CCNC(=O)C2CCCN(S(=O)(=O)c3ccc(OC)cc3)C2)cc1 (configuration not stated)	10
O=C(Cn1nc(-c2nccc3ccccc23)oc1=O)N1CCCCCC1	10
O=C(Cn1nc2c3ccccc3nc(Cc3ccccc3)n2c1=O)Nc1ccccn1	14
CCc1ccccc1NC(=O)CSc1n[nH]c(-c2cccnc2)n1	5
COc1ccc(C2(O)CCN(CC(O)c3ccc(C(C)(C)C)cc3)CC2)cc1 (configuration not stated)	9
Cc1ccc2cc(CN(CCCO)C(c3nnnn3C(C)(C)C)C(C)C)c(=O)[nH]c2c1 (configuration not stated)	12
COC(=O)CC1=C(C(=O)OC)C(c2ccc(F)cc2)C(C#N)=C(N)O1 (configuration not stated)	12
CC(=O)N1CCN(c2ccc(NC(=O)c3cccc(Cl)c3Cl)cc2)CC1	10
CCOc1ccc(-c2nnn(CC(=O)Nc3ccc4c(c3)OCO4)n2)cc1OCC	15
Cc1ccc(S(=O)(=O)N2CCCC(C(=O)N3CCC(C)CC3)C2)cc1 (configuration not stated)	6
Cc1cccc2cc(C(c3nnnn3C(C)(C)C)N3CCCc4ccccc43)c(=O)[nH]c12 (configuration not stated)	7
COCCNC(=S)N(CCN1CCOCC1)Cc1cc2cc(OC)ccc2[nH]c1=O	6
CCc1nn(CCC(N)=O)c(=O)c2cc3oc(C)cc3n12	4

# Looked up one by one from the list above, 2 records:
SMILES	EP2 antag
Cc1nc(N(C)C2CCCCC2)c2nnn(Cc3ccc(F)cc3)c2n1	9
COc1ccc2nc(CN(Cc3ccncc3)C3CC(C)(C)NC(C)(C)C3)ccc2c1	8

# Going on with the list.
SMILES	EP2 antag
Cc1ccc(-c2cc(N)c(=O)n(C(C)C(=O)NC3CC3)n2)o1 (configuration not stated)	7
COCCSc1ccccc1C(=O)Nc1nc2ccc(C)cc2s1	12
CCc1nn(CC(=O)NCCc2ccccc2)c(=O)c2cc3occc3n12	10
CC(Sc1nc(-c2ccccc2)cc(C(F)(F)F)n1)C(=O)N1CCCCCC1 (configuration not stated)	5
Cc1cc2cc(CN(CC3CCCO3)S(=O)(=O)c3cccc4nsnc34)c(=O)[nH]c2cc1C (configuration not stated)	14
CC1(C)C2CCC(C2)C1(C)NC(=O)CN1C(=O)[C@@H]2CCCN2C(=O)c2ccccc21 (some centres not stated)	8
CCNC(=S)N(Cc1cc2cc(OCC)ccc2[nH]c1=O)C1CCCCC1	11
COc1ccc(S(=O)(=O)N2CCCC(C(=O)NCc3ccccc3Cl)C2)cc1Cl (configuration not stated)	9
CCOC(=O)c1c(NC(=O)CC)sc(C)c1-c1ccc(OC)c(OC)c1	11
COc1ccc(CNC(=O)CSc2nc3c(c(C(F)(F)F)n2)CCc2ccccc2-3)cc1	11
COc1ccc2[nH]c(=O)c(CN(Cc3ccccc3OC)Cc3nnnn3C3CCCC3)cc2c1	7
Cc1cc(C)c2cc(CN(CCCO)S(=O)(=O)c3ccccc3F)c(=O)[nH]c2c1	6
CCCc1nc2ccccc2n1CC(O)COc1ccc(C(=O)OC)cc1 (configuration not stated)	12
COc1ccc2nc3cc(Cl)ccc3c(Nc3ccc(O)c(CN4CCN(C)CC4)c3)c2c1	90*
O=C(CN1C(=O)C2C3CCC(C3)C2C1=O)N1CCC2(CC1)Nc1ccccc1-n1cccc12 (configuration not stated)	8
CCC(C)(C)n1nnnc1CN(Cc1cc2cc(C)c(C)cc2[nH]c1=O)C1CCCC1	7
COCCNC(=S)N(Cc1ccc(OC)cc1)Cc1cc2cc(C)ccc2[nH]c1=O	9
CCN(CC)CCCN(Cc1cc2c(C)ccc(C)c2[nH]c1=O)C(=O)Nc1ccccc1	15
O=c1c2ccccc2c(=O)c2c1ccc1nc3c(ccc4c(=O)c5ccccc5c(=O)c43)nc12	10
CCOC(=O)c1ccc2nc(NC(=O)c3ccccc3)sc2c1	19
Cc1nc2cc(NC(=O)Nc3ccccc3Cl)ccc2o1	11
COc1ccc(S(=O)(=O)N2CCC(C(=O)NC(C)c3ccccc3)CC2)cc1C (configuration not stated)	5
CCC(C)NC(=O)C1CCN(C(=O)c2ccc(Cl)cc2Cl)CC1 (configuration not stated)	8
CCNC(=O)C1CCCN(S(=O)(=O)c2ccc(F)cc2)C1 (configuration not stated)	11
OC(CN1CCC2(CC1)CC(O)c1cc(Cl)ccc1O2)c1ccc(F)cc1 (configuration not stated)	14

# (continued)
SMILES	EP2 antag
CC(=O)Nc1ccc(C(=O)CSc2nnc3c4c5c(sc4nc(C(C)C)n23)CCCC5)cc1	16
COc1cc(C(c2cn[nH]c2C)c2c(C)[nH][nH]c2=O)ccc1OC(=O)c1ccc(C)cc1 (configuration not stated)	16
CCOc1ccccc1-n1c(SCC(=O)N2CCCCCC2)nnc1-c1ccncc1	7
O=C(O)CCC(=O)Nc1ccc(CN2CCOCC2)cc1	13
Cc1ccc(NC(=O)CN2C(=O)c3ccccc3S2(=O)=O)cc1Cl	22
COc1ccccc1CN1CCc2nc(C)[nH]c(=O)c2C1	4
CC(C)C(NC(=O)OC(C)(C)C)C(=O)N1CCCC1C(N)=O (configuration not stated)	13
COc1ccc(S(=O)(=O)N2CCN(C)CC2)c(C)c1C	11
CN1CCN(Cc2cc3c(-c4cccc(F)c4)nn(-c4ccccc4)c3[nH]c2=O)CC1	7
COc1ccc(-c2coc3c(O)c(OC)ccc3c2=O)cc1	12
Cc1ccc(C(=O)NCc2n[nH]c(=S)n2C)cc1	13
Cc1ccc(-c2nnc(SCC(=O)Nc3cccc4ccccc34)n2C)cc1	10
COCCCN1C(=O)C(O)=C(C(=O)c2cccs2)C1c1ccc(OC)cc1 (configuration not stated)	13
COc1ccc2[nH]c(=O)c(CN(Cc3cccnc3)S(=O)(=O)c3ccc4c(c3)OCCO4)cc2c1	10
COc1cccc(C2(NC(=O)CCn3nc(C)cc3C)CCCC2)c1	4
COc1cc(Cn2ncc3cccn3c2=O)cc(OC)c1OC	7
CCOC(=O)c1sc(NC(=O)CSc2nccc(=O)[nH]2)nc1C	12
CCCn1c(=N)c(C(=O)NCCc2ccccc2)cc2c(=O)n3cc(C)ccc3nc21	6
Fc1cccc(C2(NCc3ccc(N4CCOCC4)nc3)CC2)c1	7
O=C1CN2CCN(CC2)CC(=O)Nc2ccc(cc2)S(=O)(=O)c2ccc(cc2)NC(=O)CN2CCN(CC2)CC(=O)Nc2ccc(cc2)S(=O)(=O)c2ccc(cc2)N1	51*
COc1ccc(NC(=O)CSc2nnc(COc3ccccc3C)n2C)cc1	15
CCOc1cc(CN2CCN(Cc3ccc(OC)c(OCC)c3)CC2)ccc1OC	6
C=CC[C@]12CC=CC(=O)[C@@]1(O)O[C@H](c1ccc(OC)c(OC)c1)[C@H]2C	14
O=c1[nH]c(O)c(C=NCc2ccc3c(c2)OCO3)c(=O)[nH]1	10
CC[C@@H](Cn1ncc2ccccc2c1=O)NC(=O)Cn1nc(C)c2ccccc2c1=O	11

# (next part)
structure	EP2 antag
Cc1cc2cc(C(=O)NCCCN3Cc4ccccc4C3)ccc2o1	5
CCn1nc(C)c(CCC(=O)N[C@H](Cn2nnc3ccccc32)C(C)C)c1C	7
O=C(Cn1ncc2cccn2c1=O)Nc1ccc(N2CCCCC2)cc1	5
COc1ccc(NC(=O)CSc2nnc(-c3ccc(OC)cc3)n2-c2ccc(OC)cc2)cc1	7
COc1cccc(NC(=O)CSc2nnc(CNc3nc(-c4ccccc4)cs3)n2C)c1	23
CC1CCN(S(=O)(=O)c2cccc(S(=O)(=O)N3CCC(C)CC3)c2)CC1	21
COC(=O)c1c(C)cc(O)c(C)c1O	10
COc1ccccc1CN(Cc1cc2cc(C)c(C)cc2[nH]c1=O)C(=O)c1ccc(OC)c(OC)c1	4
CCc1[nH]c2ccc(C(=O)N3CCC(O)(c4ccccc4C)CC3)cc2c1C	11
COc1ccccc1OCc1nnc(SCC(=O)Nc2cccc(Cl)c2C)n1C	15
CCn1c(COc2cccc3ccccc23)nnc1SCC(=O)Nc1cccc(Cl)c1C	0
C=CCn1cnc2sc(C)c(-c3ccc(Cl)cc3)c2c1=O	9
Cc1sc2nc(SCC(=O)Nc3ccccc3Cl)[nH]c(=O)c2c1C	16
Clc1ccc(CSCCc2ccncc2)cc1Cl	8
CCOc1cc(C2C3CN(C)CC=C3C(C#N)=C(N)C2(C#N)C#N)ccc1OC(C)C (configuration not stated)	5
CCOC(=O)Cn1nnnc1C(C(C)C)N(Cc1cc2c(C)cc(C)cc2[nH]c1=O)C1CCCCC1 (configuration not stated)	14
COc1ccc2[nH]c(=O)c(CN(Cc3ccco3)C(=O)Nc3ccc(F)cc3)cc2c1	14
CCC(=O)Oc1c(OC)cc(/C=C2\N=C(c3ccc(C(C)(C)C)cc3)OC2=O)cc1OC	4
O=c1[nH]c(/C=C/c2ccc3c(c2)OCO3)nc(O)c1[N+](=O)[O-]	7
Cc1cccc(-c2nc(NCCCN(C)C)c3ccccc3n2)c1	6
Cc1ccc(OCC(=O)Nc2nc3ccc(F)cc3s2)cc1	8
COC(=O)C1=C(C(=O)OC)[C@@H]2N(Cc3ccccc3)c3ccccc3[C@@]23C[C@@H](C(=O)OC)N(C(=O)NC(C)(C)C)C3=N1	12
C#CCOCCOCCOCCNc1nc(N2CCN(C(=O)C([C@@H](C)CC)n3cc(C(N)COC(=O)C(F)(F)F)nn3)CC2)nc(N2CCN(C(=O)[C@H](CCC(=O)O)n3cc(C(N)CC(C)C)nn3)CC2)n1 (some centres not stated)	11
Cc1cccc(C)c1NC(=O)Cn1cc(C(=O)C(C)(C)C)c2ccccc21	9
COc1ccccc1CC(=O)Nc1nnc(Cc2ccc(OC)c(OC)c2)s1	8
Nc1ccc(-c2nn3cnnc3s2)cc1	9
COc1cc(CN[C@@H]2CCC(=O)N[C@H]2c2cc(F)cc(F)c2)ccc1O	12
CN(C)Cc1ccc(CN(C)C2(C)CCS(=O)(=O)C2)cc1 (configuration not stated)	4
O=C(Nc1nc2ccc(F)cc2s1)c1cccc(F)c1	15
CC(C)=CCC12Oc3cc(O)ccc3C1(O)Oc1cc3c(c(O)c1C2=O)C=CC(C)(C)O3 (configuration not stated)	17

# Remaining list, next part.
structure	EP2 antag
COc1ccc(OCC(=O)Nc2cccc(C)n2)cc1	10
CCOc1ccc(C(=O)C[N+]2(C)CCOCC2)cc1	6
CCOc1ccc(N(CC(=O)N2CCC(C(N)=O)CC2)S(C)(=O)=O)cc1	10
CC(CN1CCc2nc(N3CCCC3)[nH]c(=O)c2C1)c1ccccc1 (configuration not stated)	4
COC(=O)COc1ccc(S(=O)(=O)N2CCCCCC2)cc1C	7
Cc1c(CCC(=O)O)c(=O)[nH]c2ccccc12	7
CC1(C)CC(=O)C2=C(C1)N(CC(=O)O)C1=C(C(=O)CC(C)(C)C1)C2c1ccccc1	17
CCCC(NC(=O)c1csc(C(C)=O)c1)c1ccc2c(c1)OCCO2 (configuration not stated)	10
C[C@@]12CC[C@H]3c4ccc(O)cc4CC[C@@H]3[C@H]1CC[C@H]2OC(=O)CCc1ccccc1	42*
COc1cc(OC)cc(C(=O)Nc2ccc(O)c(-c3nc4cc(C)c(C)cc4o3)c2)c1	10
CN1CCN(CCCNN)CC1	11
NCC(=O)N[C@H](CO)C(=O)O	14
COc1ccc2[nH]c(=O)c(CN(CCCO)C(=S)Nc3ccc(C)cc3)cc2c1	10
COc1ccc(S(=O)(=O)N2CC(=O)Nc3ccccc32)cc1	12
Cc1ccc(CN2CCc3c(nc(N4CCC(C)CC4)[nH]c3=O)C2)cc1C	5
NNC(=O)c1c(NC(=O)c2ccccc2)sc2c1CCCCC2	10
Cc1nn(C)cc1C(=O)N[C@@H](C)Cn1nnc2ccccc21	8
Cc1cc(=O)[nH]c2c1c(=O)[nH]n2C1CCCC1	16
Cc1ccc2cc(CN(C(=O)c3cccs3)C3CCCCC3)c3nnnn3c2c1	6
O=C1NC2(CCN(CC(=O)N3CCCC4CCCCC43)CC2)Nc2ccccc21 (configuration not stated)	3
COc1ccc(C2CCN(CC(=O)Nc3nc(C)c(C)s3)CC2)cc1	3
CCC(C)NC(=O)CSc1nc2cc(C)ccc2cc1C#N (configuration not stated)	11
Cc1ccc(-c2cc(N)c(=O)n(CC(=O)N3C(C)CCCC3C)n2)o1 (configuration not stated)	5
COCCn1c(SCc2ccccc2F)nnc1-c1ccco1	9

# No new results follow: entries from further up.
structure	EP2 antag
CCC(C)NC(=O)CSc1nc2cc(C)ccc2cc1C#N (configuration not stated)	11
Cc1ccc(-c2cc(N)c(=O)n(CC(=O)N3C(C)CCCC3C)n2)o1 (configuration not stated)	5
COCCn1c(SCc2ccccc2F)nnc1-c1ccco1	9

# Copied from the list.
# COc1cc(OC)cc(C(=O)Nc2ccc(O)c(-c3nc4cc(C)c(C)cc4o3)c2)c1 in EP2 antag reads 10
# Cc1ccc(-c2cc(N)c(=O)n(CC(=O)N3C(C)CCCC3C)n2)o1 (configuration not stated) in EP2 antag reads 5
# O=C1NC2(CCN(CC(=O)N3CCCC4CCCCC43)CC2)Nc2ccccc21 (configuration not stated) in EP2 antag reads 3
# COc1ccc(S(=O)(=O)N2CC(=O)Nc3ccccc32)cc1 in EP2 antag reads 12
# CCC(C)NC(=O)CSc1nc2cc(C)ccc2cc1C#N (configuration not stated) in EP2 antag reads 11
# CCOc1ccc(C(=O)C[N+]2(C)CCOCC2)cc1 in EP2 antag reads 6
# Cc1ccc2cc(CN(C(=O)c3cccs3)C3CCCCC3)c3nnnn3c2c1 in EP2 antag reads 6
